Compound activity from PubChem.
D2 agonist = activates the human D2 dopamine receptor; P14416; HEK293 T-REx D2 cells, calcium flux agonist mode; activation, % at 2 µM; 340,000 tested, 0.53% active;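 active means activation over 3 SD above normal in the single-dose calcium agonist read, cut at about 30% in these data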; further: 0% is about no effect
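Agonism is scored from calcium flux in a force-coupled, inducible HEK293 cell line expressing D2, read kinetically for 180 s after compound addition against dopamine controls.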
D1 ag = activates the human D1 dopamine receptor; P21728; HEK293 T-REx D1 cells, calcium flux, agonist mode; activation, % at 2 µM; 360,000 tested, 1% active; further: 0% is about no effect
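Tetracycline-induced HEK293 TREx D1 cells, force-coupled to calcium signalling, were dye-loaded with a no-wash calcium kit. Compound was pin-added after a 10 s baseline. Fluorescence was read kinetically at 1 cycle/s for 180 s, with calcium rises flagged as agonism.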
D2 potentiator = positive allosteric modulators of human D2 dopamine receptor. P14416. HEK293 T-REx D2, calcium flux, EC20 dopamine potentiation. potentiation, % at 10 µM. 340,000 tested, 0.34% active. AID 485347;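 active means potentiation over 3 SD above the plate norm, cut at about 30% in these data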; further: 0% is about no effect
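Calcium flux readout, no-wash dye, 1 read/s. Inducible HEK293 Trex D2 line, overnight 30 C. Compound alone 180 s (agonist flags), then EC20 dopamine, another 180 s to score potentiation.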
TRHR PAM = allosterically enhances the human TRH receptor; enhancement, % at 2 µM; TRHR cells, fluo-8 calcium fluorescence, EC20 TRH enhancement; AID 493056; 360,000 tested, 0.66% active; P34981; in the data active means enhancement above about 30%; further: 0% is about no effect
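TRHR-expressing cells loaded with fluo-8 calcium dye were read kinetically (ex 480/em 530) during compound addition, then stimulated with an EC20 of TRH (10 nM final). Enhancement of the Gq-mediated intracellular calcium response was scored.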
TRHR agonist = agonists of human TRH receptor; P34981; TRHR cells, calcium flux fluo-8, FDSS agonist mode; activation, % at 2 µM; 360,000 tested, 0.18% active; AID 493084; further: 0% is about no effect
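Agonist-mode FDSS calcium read (Ex 480/Em 530, 1 s cycles) in 1536-well TRHR cells with fluo-8 dye, after 10-cycle baseline and 23 nL compound addition; TRH at EC20 (10 nM final) added afterwards for the enhancer phase.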
D2 antagonist = antagonizes the human D2 dopamine receptor; HEK293 TREx D2 cells, calcium flux, dopamine EC80; inhibition, % at 10 µM; 340,000 tested, 2% active; P14416; in the data active means inhibition above about 30%; further: 0% is about no effect
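Compounds are added to dye-loaded, induced HEK293 T-REx cells coupled to calcium release via D2; after a 3 min kinetic read an EC80 dopamine stimulus is given and fluorescence is recorded for 3 more min.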
D1 antagonist = blocks dopamine activation of the human D1 receptor; activity change, negative = inhibition, % at 10 µM; HEK293 TREx D1 cells, calcium flux, dopamine EC80; stronger effect = lower value; 360,000 tested, 3.2% active; in the data active means activity change below about -30%; further: on the % scale 0 is the no-effect control and ±100 the full control effect
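Allosteric or orthosteric antagonism assessed as attenuation of the calcium response to EC80 dopamine, added 180 s after compound, in induced HEK293 Trex D1 cells loaded with no-wash calcium dye.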
D1 PAM = human D1 dopamine receptor positive modulation | HEK293 TREx D1 cells, calcium flux, dopamine EC20 potentiation | P21728 | 360,000 tested, 0.036% active | potentiation, % at 10 µM; in the data active means potentiation above about 30%; further: 0% is about no effect
RXFP1 antagonist = blocks the human relaxin receptor RXFP1; HEK293-RXFP1, relaxin-stimulated cAMP HTRF, 30 min; stronger effect = lower value; Q9HBX9; AID 1259400; activity change, negative = inhibition, % at 57.5 µM; 350,000 tested, 0.59% active;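 active means activity change of -60% or lower, but not beyond a set lower limit; inconclusive means change between -60% and -40%, or beyond the set limit; inactive means change above -40%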; further: on the % scale 0 is the no-effect control and ±100 the full control effect
Target sequence (Q9HBX9 whole entry, looked up): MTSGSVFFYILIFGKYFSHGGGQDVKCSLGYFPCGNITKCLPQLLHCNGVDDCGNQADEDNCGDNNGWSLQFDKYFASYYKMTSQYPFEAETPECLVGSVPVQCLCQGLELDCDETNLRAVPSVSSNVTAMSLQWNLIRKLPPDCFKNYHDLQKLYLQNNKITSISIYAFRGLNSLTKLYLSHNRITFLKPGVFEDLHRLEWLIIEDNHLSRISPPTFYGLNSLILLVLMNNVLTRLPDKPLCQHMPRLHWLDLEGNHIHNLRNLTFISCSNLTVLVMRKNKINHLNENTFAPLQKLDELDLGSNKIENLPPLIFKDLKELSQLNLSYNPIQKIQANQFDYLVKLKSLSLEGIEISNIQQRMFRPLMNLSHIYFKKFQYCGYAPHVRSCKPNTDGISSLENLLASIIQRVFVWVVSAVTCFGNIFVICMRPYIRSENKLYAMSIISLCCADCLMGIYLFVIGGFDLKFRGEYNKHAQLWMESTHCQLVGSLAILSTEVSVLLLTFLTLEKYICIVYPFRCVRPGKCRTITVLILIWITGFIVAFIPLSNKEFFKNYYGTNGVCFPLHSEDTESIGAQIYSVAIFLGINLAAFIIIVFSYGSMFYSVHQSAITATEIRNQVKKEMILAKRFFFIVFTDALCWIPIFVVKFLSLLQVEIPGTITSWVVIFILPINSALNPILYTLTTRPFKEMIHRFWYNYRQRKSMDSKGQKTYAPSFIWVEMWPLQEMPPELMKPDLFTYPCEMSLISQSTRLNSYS
Active calls of the source: *; ? = inconclusive; · = not tested or not shown. Unless noted, no stated cut-off is given here; in the data, active means activation above about 30%; inactive means the rest.

SMILES	D2 agonist	D1 ag	D2 potentiator	TRHR PAM	TRHR agonist	D2 antagonist	D1 antagonist	D1 PAM	RXFP1 antagonist
CC1CCN(CCC(=O)Nc2ccc(F)c(F)c2)CC1	8.8	12	-15	-2	5.4	2	-12	-4	5
COc1cc(OC)c(OC)cc1NC(=O)CC1COc2ccccc2O1 (stereo not drawn)	-0.3	2	-2	-1	0.3	-15	-8	-4	8
COc1ccc(Cl)cc1NS(=O)(=O)c1ccc(S(=O)(=O)N2CCCC2)cc1	2.1	3	-2	2	1.9	6	1	5	-20
COc1ccc(Cc2noc(CN3CCCN(Cc4ccc(F)cc4)CC3)n2)cc1OC	0.6	2	6	-5	0.7	-10	1	-1	-6
O=C(NN=C1CCCC1)c1cc(-c2ccccc2)n[nH]1	·	1	5	-6	1.9	·	-11	7	0
Cc1ccccc1OCC(=O)Nc1ccc(S(=O)(=O)N(Cc2ccccc2)c2ccccc2)cc1	2.6	4	7	-3	1.2	·	-51*	1	-6
COc1ccc(C2=NN(CC(=O)NCc3ccco3)C(=O)CC2)cc1	0.4	3	-8	11	0.7	-12	-15	5	3
COc1ccc(NC(=O)CN(C)S(=O)(=O)c2ccc3nc(C)sc3c2)cc1Cl	2.7	9	3	-1	-2.8	·	-13	-4	-3
COc1ccccc1NC(=O)c1ccc([N+](=O)[O-])cc1[N+](=O)[O-]	-0.5	-1	·	-1	0.2	-18	13	-3	-9
Nc1ccc(C(=O)N2CCN(S(=O)(=O)c3ccc(Br)cc3)CC2)cc1[N+](=O)[O-]	1.1	5	2	2	0.4	35*	-49*	-4	-23
O=C(CCc1nc2cccnc2n1-c1ccccc1)Nc1ccc(Cl)c(Cl)c1	0.4	-2	7	-4	0.7	·	-1	3	-37
CCCCCCSc1ccc([C@H]2N[C@@](C)(C(=O)OC)[C@H]3C(=O)N(C)C(=O)[C@@H]23)cc1	1.4	19	4	-8	1.0	6	0	-1	·
Cc1ccc(Sc2ncccc2[N+](=O)[O-])cc1	1.9	6	10	7	-0.3	14	-17	-3	3
c1ccc(CC2CCN(c3nnnn3-c3ccccc3)CC2)cc1	1.2	6	2	18	0.2	-15	-5	-2	-5
O=C(CCS(=O)(=O)c1ccc(Br)cc1)N1CCN(c2ccccc2)CC1	-0.1	2	19	-3	-0.6	11	-5	-5	-11

Five structures out of the list, sorted by count of non-hydrogen atoms, ascending:
SMILES	D2 agonist	D1 ag	D2 potentiator	TRHR PAM	TRHR agonist	D2 antagonist	D1 antagonist	D1 PAM	RXFP1 antagonist
Cc1ccc(Sc2ncccc2[N+](=O)[O-])cc1	1.9	6	10	7	-0.3	14	-17	-3	3
CC1CCN(CCC(=O)Nc2ccc(F)c(F)c2)CC1	8.8	12	-15	-2	5.4	2	-12	-4	5
COc1ccc(C2=NN(CC(=O)NCc3ccco3)C(=O)CC2)cc1	0.4	3	-8	11	0.7	-12	-15	5	3
O=C(CCS(=O)(=O)c1ccc(Br)cc1)N1CCN(c2ccccc2)CC1	-0.1	2	19	-3	-0.6	11	-5	-5	-11
O=C(CCc1nc2cccnc2n1-c1ccccc1)Nc1ccc(Cl)c(Cl)c1	0.4	-2	7	-4	0.7	·	-1	3	-37

(next part)
SMILES	D2 agonist	D1 ag	D2 potentiator	TRHR PAM	TRHR agonist	D2 antagonist	D1 antagonist	D1 PAM	RXFP1 antagonist
CC(=O)c1ccc(N2CCN(c3ncnc4onc(-c5ccc(Cl)cc5)c34)CC2)cc1	·	4	1	-7	1.5	·	2	-1	·
Cc1ccccc1CN1CCN(C(C)C(=O)NNC(=O)c2ccc(F)cc2)CC1 (stereo not drawn)	58*	-2	-15	9	0.5	25	9	·	-4
Cc1cc(C)nc(NS(=O)(=O)c2ccc(NC(=O)CSc3nc4ccccc4[nH]3)cc2)n1	0.4	3	5	-5	0.2	0	6	2	-8
Cc1cc(C)n(C(=O)c2ccc(Cl)c(F)c2F)n1	-0.1	2	1	-2	0.1	-13	10	-1	-3
CCN(CC)c1ccc(/C=N/NC(=O)c2cccc(S(=O)(=O)Nc3ccccc3OC)c2)cc1	0.6	4	-5	1	1.1	-2	-20	-4	1
Cc1cc(NS(=O)(=O)c2ccc(NC(=O)COc3ccccc3Cl)cc2)no1	0.5	-1	3	5	0.3	-16	-4	0	-1
CN(CC(=O)Nc1ccc(Cl)c(Cl)c1)C(=O)C1CCCC1	0.3	4	-14	-2	0.2	9	1	-2	-1
COc1ccc(/C=C2\CCC(C3CCCC3)C2=O)c(OC)c1OC (stereo not drawn)	0.0	4	-5	-4	-0.1	6	-11	-2	13
NC[C@H](Cc1ccccc1)NCCCCC1CCCCC1	33*	-4	-18	2	0.4	-3	·	-1	·
N/C(Cc1ccc(Cl)cc1Cl)=N\OC(=O)c1cccs1	-0.5	4	-1	-4	-0.3	-25	0	2	-23
COc1ccc(CCNC(=O)c2ccc(-c3ccc([N+](=O)[O-])cc3Cl)o2)cc1OC	-0.8	3	-8	-6	-1.2	5	4	-11	6
O=C(CCc1ccccc1)NNC(=O)c1ccccn1	·	4	·	2	0.2	·	-3	-8	16
C/C(=N/NC(=O)c1cnccn1)c1cccs1	1.5	1	4	0	0.6	8	-15	2	7
COc1ccccc1CNC(=O)COC(=O)c1cccnc1SCC(=O)NCc1ccccc1OC	-1.3	2	1	-6	-2.0	-6	-2	-3	-14
CCNc1c(NS(=O)(=O)c2ccc(OC)c(Cl)c2)c(=O)oc2ccccc12	-0.4	0	6	-1	-0.7	-12	2	-1	5
Cc1cc(C(=O)Nc2ccc(Cl)cc2)c2ccccc2n1	0.5	3	-7	1	0.5	-2	-14	-3	7
COc1ccccc1N1CCN(S(=O)(=O)c2ccc3nc(-c4ccccc4)[nH]c3c2)CC1	-1.5	-1	-8	-2	-0.1	-16	-8	-7	-13
Cc1ccc(NC(=O)c2c(F)cccc2Cl)cc1S(=O)(=O)N1CCOCC1	0.3	7	9	0	0.4	3	-7	-2	-4
O=C(CCN1C(=O)COc2ccccc21)NCCN1CCN(c2cccc(Cl)c2)CC1	·	8	-19	6	0.6	·	-18	-8	-5
O=C(C1CC1)N1CCN(C(c2ccccc2)c2ccccc2)CC1	0.9	4	-12	3	-0.7	-1	·	-1	-1
CCCN(CCC)C(=O)C1CCN(c2ncnc3c2nc2n3CCCCC2)CC1	·	0	2	9	-0.6	·	-12	6	-2
Cc1oc2ccc(OCc3ccc(Br)cc3)cc2c1C(=O)O	1.3	0	6	12	-1.2	2	-3	-9	4
CCC(=O)c1ccc(OCC(O)CNCc2ccc(F)cc2)cc1 (stereo not drawn)	1.8	10	-5	2	0.5	13	-5	-1	7
CC(=O)Nc1ccc(NC(=O)c2ccc(Cn3cc(Cl)cn3)cc2)cc1	-0.6	7	8	-7	0.2	0	-13	0	-10
O=C(NCc1ccc(Cl)cc1)C1=Cc2cc(Br)ccc2OC1	1.2	13	-9	4	0.5	·	-19	-2	-7
CC(C)(C)NCc1cc(Br)ccc1OCc1cccs1	0.5	10	-10	-4	-0.1	11	10	9	-15
Cc1cc2cc(CN(CCCN3CCOCC3)C(=O)NC3CCCCC3)c(=O)[nH]c2cc1C	-0.5	3	6	2	-1.4	-7	4	-3	-7
O=C(Cc1ccccc1)Nc1ccc(Cl)cn1	-0.8	4	3	-3	-0.2	14	-18	-2	7
CC1CCCC(C)N1C(=O)CSc1nnc(COc2ccc(F)cc2)o1 (stereo not drawn)	0.1	4	0	-1	-0.5	4	-6	-6	3
CCN(C(=S)Nc1ccccc1F)C1CCCCC1	0.0	2	-10	-13	-0.1	-1	8	-1	3
COc1ccc(/C=C(\NC(=O)c2ccccc2)C(=O)N2CCC(C)CC2)cc1	0.2	3	14	3	-0.1	24	10	-4	-21
Cc1nc(-n2nc(C)c(Cc3ccc4c(c3)OCO4)c2C)sc1C(=O)Nc1cccc(Cl)c1	-1.8	8	0	3	-1.3	·	-5	2	-6
O=C(CCN1C(=O)COc2ccccc21)NCCN1CCN(c2ccccc2F)CC1	36*	0	-24	9	-1.7	45*	-14	-11	-18
CC1(C)Cc2c(cnn2-c2ccc(F)cc2)C(NC(=O)CCC(F)(F)F)C1 (stereo not drawn)	0.1	5	16	3	0.3	0	25	-5	2
O=C(CSc1nnc2c(n1)[nH]c1ccccc12)N1CCCCC1	0.4	-1	16	5	0.3	8	3	-6	-5
CC(C)N(C(=O)COC(=O)c1ccccc1C(=O)c1ccc(Cl)c([N+](=O)[O-])c1)C(C)C	-0.5	-1	-5	2	-0.7	-9	-1	-4	?
COc1cccc(NC(=S)N(CCCN2CCOCC2)Cc2cn(C)c3ccccc23)c1	0.6	3	-13	-4	0.5	3	2	-7	-6
Cn1c(=O)c2c(nc(SCCN3CCOCC3)n2C)n(C)c1=O	1.6	7	13	3	0.0	13	-8	0	4
O=C1Nc2ccccc2N(O)N1c1cc(-c2cccc(Cl)c2)no1	2.6	2	1	-3	3.5	-1	2	-1	9
O=C1Cc2cc(NS(=O)(=O)c3ccc(F)cc3)cc3c2N1CCC3	0.0	2	14	-9	0.0	0	-8	-5	-4
O=c1nc2ccccc2c2n1CC(CN1CCN(Cc3ccccc3)CC1)N2 (stereo not drawn)	0.4	3	4	2	0.4	0	2	5	10
CSc1ccccc1C(=O)Nc1ccc2c(c1)OCO2	-0.2	-1	0	-6	-0.9	3	-12	-5	-26
O=C(Cn1ncc2c(Cl)cccc21)NCc1cccc(Br)c1	-1.5	9	5	-4	-0.9	·	-30*	-5	7
NC(=O)CN1N=C(c2cc(Cl)sc2Cl)CSC1=O	0.1	0	3	-1	-0.4	-17	-5	-1	1
Cc1cc(NC(=O)/C=C/c2cccc(Cl)c2)n(-c2nc3ccccc3[nH]2)n1	-2.6	2	-4	3	-0.2	-6	-14	-13	-15
Cc1ccc(NC2=CC(=O)CC(C)(C)C2)cc1F	0.1	0	-7	-1	-0.2	8	-18	1	2
O=C(CCc1nnc2n(CCc3ccccc3)c(=O)c3ccccc3n12)NCCCN1CCCCC1	-0.7	0	-17	-4	0.4	-1	-56*	-6	1
Cc1ccc(NC(=O)COc2ccc(-n3ccnc3)cc2)cc1Cl	-1.4	4	-5	3	-0.4	-2	-12	-1	·
CSc1nc2sc3c(c2c(=O)[nH]1)CCCC3	-0.7	2	13	-4	-1.1	-8	-1	7	5
COc1ccc(C(=O)NNC(=O)CSc2nnc(C)n2C)cc1	-1.1	14	0	2	0.3	-3	5	8	-7
O=C(c1ccc2c(=O)n3c(nc2c1)CCCCC3)N1CCN(c2cccc(Cl)c2)CC1	0.7	0	1	-4	2.7	-20	5	-3	2
Cc1ccc(C(=O)NNC(=O)c2cc(C)nc3ccccc23)cc1	0.5	4	-6	9	-0.4	4	-4	·	-1
COCCN1C(=O)c2[nH]nc(-c3ccccc3O)c2C1c1ccc(OC)cc1 (stereo not drawn)	-0.8	0	1	1	0.2	11	15	-1	-16
CN(C)c1nc(C(=O)Nc2ccccc2)nc(N(C)C)n1	·	0	0	0	-1.0	·	6	3	-5

This is a random part of the collection, and some 7.1% of all compounds hit somewhere here.
